Compound activity from PubChem.
PGC1a acetyl inh: modulators of PGC1a acetylation; U2OS PGC1a acetylation, AlphaScreen anti-acetyl-lysine; with virally co-expressed GCN5 acetyltransferase; inhibition, % at 15.6 µM; 350,000 tested, 0.17% active;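 active = every replicate shows inhibition of at least 40%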;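 also: 0% = neutral control wells and 100% = positive control wells; some results beyond the cut were filed as inactive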
Cneo AK release: causes C. neoformans cell lysis | adenylate kinase release luminescence, 4 h; normalised: neutral wells 0, clomiphene wells 100 | lysis activity, % at 15 µM | 360,000 tested, 0.2% active;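 active = mean lysis activity across replicates of at least 80%, whatever share of replicates individually reach that level; inactive = mean lysis activity below 80%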
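Material: C. neoformans cells | Amount: Yeast cell density of 5 × 10^6 cells/mL | Medium: Fresh YPD growth medium | Dosing: Single dose | Times: Static 4 h at 37 °C with compound, 1 h detection | Detection: AK luminescence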
CFTR F508del cor: correctors of CFTR F508del function in bronchial epithelial cells; 350,000 tested, 0.36% active; activity (quench increase), % at 7.58 µM; CFBE cells, YFP halide quenching; stimulated with forskolin plus potentiator P3; % fluorescence drop versus neutral controls;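 active = mean added fluorescence quench of at least 8% versus neutral control, with both replicates also reaching 8%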;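 also: cells transiently co-express mutant CFTR-F508del with the halide-sensitive YFP; corrector assay measuring rescue of mutant channel to the surface after 24 h compound exposure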
C2C12 statin: protects C2C12 myotubes from simvastatin toxicity; AID 602340; ATP luminescence, 48 h; scaled: DMSO 0, geranylgeraniol control 100; 330,000 tested, 0.78% active; rescue of ATP level, % at 7.49 µM;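 active = mean ATP rescue above about 67%, or every replicate alone reaching that limit, limit read from the data, passing the limit was not always enough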;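 also: myotubes were challenged with 10 µM simvastatin during compound exposure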
FN deposition inh: fibronectin deposition inhibition; 350,000 tested, 0.086% active; AID 743247; inhibition, % at 12.6 µM; AH1F fibroblasts, Alexa488-fibronectin deposition fluorescence, overnight;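 active = mean inhibition across replicates of 30% or more, regardless of how many single replicates reach that level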;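 also: positive control wells lacked labelled fibronectin entirely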
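Material: AH1F fibroblast monolayer depositing Alexa488-labelled fibronectin into matrix / Amount: 10000 AH1F cells per well / Signal: fluorescence 485/525 nm / Medium: DMEM, 2% serum / Compound: single dose, pinned / Incubation: 1 h cell adhesion before compound, then overnight fibronectin incubation / Reagent: Alexa488-FN, 24 nM final / Read-out: inhibition of fibronectin deposition signal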
PglD inh: inhibitors of Campylobacter jejuni PglD acetyltransferase; inhibition, % at 12.5 µM; purified PglD enzyme, DTNB colorimetric CoA detection; 360,000 tested, 0.098% active; in the data active = inhibition above about 16%, passing the limit was not always enough; also: strong numbers were not always called active
INS-1E GSIS act: primary screen for activators of insulin secretion dependent on glucose, INS-1E cells, GLuc reporter luminescence. INS-1E GLuc reporter insulin secretion, 2-3 h. 370,000 tested, 0.61% active. activation, % at 16.6 µM;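 active = lowest replicate activation of at least 40%, so every replicate reaches that level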;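 also: 0% = median of neutral control wells and 100% = median of IBMX positive control wells; some compounds called inactive have numbers as strong as hits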
miR-122 sensor: miR-122 inhibition in Huh7 cells; activation (reporter increase), % at 12.5 µM; Huh7 miR-122 Renilla luciferase sensor, 48 h; neutral wells = 0, positive control = 100; AID 602342; 340,000 tested, 0.3% active;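 active = mean replicate activation score at least 90 and every replicate individually at or above 90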;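 also: higher luciferase means less miR-122 activity so hits act as miR-122 inhibitors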
The depositor's hits bear a star; / = not tested or not shown; [ ] = dose if it differs, or a comment. No enrichment for hits. About 2.1% of those tested had a hit in this group.

Results follow in this order: PGC1a acetyl inh, Cneo AK release, CFTR F508del cor, C2C12 statin, FN deposition inh, PglD inh, INS-1E GSIS act, miR-122 sensor
- Cn1cnc(S(=O)(=O)N2C[C@@H](O)COC[C@H]3O[C@@H](CC(=O)N4CCN(c5ccccc5)CC4)CC[C@@H]32)c1
 : 1, 1, -2.4, 0, 2, -1, 7, -5[16.7 µM]
- O=C(Nc1nnc(C(F)(F)F)s1)C1COc2ccccc2O1 (stereo not given)
 : /, 1, /, -17, /, -5, /, 4
- CC(C)(C)N=Cc1cc(-c2ccccc2)sc1O
 : -4, 0, /, -11, -6, -2, -16, -1
- CO[C@H]1CN(C)C(=O)c2cc(NC(=O)Cc3ccccc3)ccc2OC[C@@H](C)N(CC2CC2)C[C@@H]1C
 : -7, -6, 1.7, 0, 15, -3, 5, /
- COc1ccc(CCNC(=O)Nc2nc(C(N)Cc3ccccc3)cs2)cc1OC (stereo not given)
 : -3, 1, -1.4, 2, -1, -4, 5, -15
- Cc1ccc(S(=O)(=O)/N=C(\Nc2cc(C)on2)c2ccc(Cl)cc2)cc1
 : /, 4, 0.8, 11, 1, 1, -6, -5
- COc1ccc(S(=O)(=O)Nc2ccc(N3CCOCC3)nc2)cc1
 : -1, 0, -3.1, -5, 1, -5, -7, 4
- Cc1ccc(C(=O)NC(=S)Nc2ccc(-c3ccc(CO)o3)cc2)cc1
 : -1, /, 2.0, /, -7, /, 0, /
- C[C@@H]1CN([C@@H](C)CO)C(=O)c2cc(N(C)C)ccc2O[C@H]1CN(C)C(=O)Nc1ccc(C(F)(F)F)cc1
 : 0, -1, 2.6, 6, -2, 0, -6, 7[16.7 µM]
- CC1CCCC/C1=N\Nc1ccc(S(N)(=O)=O)cc1[N+](=O)[O-] (stereo not given)
 : /, 1, /, /, 16, -5, -7, -12
- Cc1c(Cl)cccc1NC(=O)Nn1cnnc1
 : /, 0, 0.6, -2, 4, 2, 11, -3
- Cn1c(N)c(C(=O)COC(=O)/C=C/c2cccc(C(F)(F)F)c2)c(=O)n(C)c1=O
 : /, 2, 0.0, 4, -1, 2, -37, /
- CO[C@H]1CN(C)C(=O)c2ccc(NC(=O)C3CC3)cc2OC[C@H](C)N(Cc2cccnc2)C[C@@H]1C
 : -7, 59, -0.7, -9, -10, 0, 2, /
- COCC(=O)Nc1ccc2c(c1)OC[C@@H](C)N(Cc1ccccc1OC)C[C@@H](C)[C@H](OC)CN(C)C2=O
 : 5, /, -0.4, -10, -9, /, 1, -3[16.7 µM]
- O=C(C[C@@H]1CC[C@@H]2[C@H](COC[C@@H](O)CN2Cc2cccc(Cl)c2)O1)Nc1nccs1
 : -14, -2, 1.5, -4, 1, 2, -9, -5[16.7 µM]
- Cc1ccc(NC(CC(=O)c2ccccc2)c2ccc(F)cc2)cc1 (stereo not given)
 : -9, /, /, /, -10, /, -2, -5
- CCC(=O)NC(=S)Nc1c(C)cc(Br)cc1C
 : -4, /, 5.1, /, 6, /, -3, /
- Cc1noc(C)c1-c1csc(N2CCC(C(N)=O)CC2)n1
 : -3, 0, 1.0, 2, 4, 0, -19, -1
- O=S(=O)(NCc1csc(-c2cccnc2)n1)c1ccc(F)cc1
 : 0, 0, -0.5, 0, -11, 6, 4, 4
- CCCCN(C(=O)c1ccc(S(=O)(=O)N(C)C)cc1)c1nc2ccccc2s1
 : 0, 0, /, /, /, 2, 1, 0
- CCN(C(=O)c1cc2cc(OC)ccc2oc1=O)c1ccccc1
 : 1, 0, /, 2, -3, 1, /, 1
- CC(=O)c1ccc(NS(=O)(=O)c2ccc(-c3cnc(C4CC4)o3)cc2)cc1
 : 7, 0, /, 16, /, 0, /, 9
- CCOC(=O)c1c(NC(=O)c2nn(CC)cc2Br)sc(C)c1C
 : 4, 0, /, -64, /, -2, /, 11
- c1ccc(Nc2nc(NCc3ccco3)c3ccccc3n2)cc1
 : 12, -3, -2.6, /, 7, 6, -17, /
- COC(=O)C[C@H]1CC[C@H]2[C@@H](COc3ccc(NC(=O)Nc4ccc(C)cc4)cc3C(=O)N2C)O1
 : 6, 0, -0.7, 3, -7, 0, -6, 4[16.7 µM]
- Cc1ccsc1C(=O)OCC(=O)N1CC(C)CC(C)C1 (stereo not given)
 : 20, 1, 2.0, 0, -1, 5, 10, -4
- CC(=O)OCc1nc2sc(C)c(C)c2c(=O)[nH]1
 : 2, 1, /, -3, /, 0, /, -21
- Cc1ccc(N(C(=O)c2ccc3c(c2)OCO3)C2C=CS(=O)(=O)C2)cc1 (stereo not given)
 : 5, -4, /, 15, 5, 4, 21, -5
- C[C@@H]1CCCCO[C@@H](CN(C)S(=O)(=O)c2cn(C)cn2)[C@H](C)CN([C@@H](C)CO)C(=O)c2cc(NC(=O)Nc3ccc4c(c3)OCO4)ccc2O1
 : 1, 2, -1.8, /, /, -3, -5, 10[16.7 µM]
- C[C@@H]1CN([C@@H](C)CO)C(=O)c2cc(C3=CCCCC3)cnc2O[C@@H]1CN(C)Cc1ccccc1
 : 8, 0, 0.3, 37, /, -1, -7, 1[16.7 µM]
- CCNC(=O)C1(C)CCN(Cc2ccccc2C#N)C1 (stereo not given)
 : 5, -2, 1.7, 5, 8, 5, -5, -4
- COc1ccc(NC(=O)Nc2ccc3c(c2)[C@@H]2C[C@@H](CC(=O)NCc4ccncc4)O[C@H](CO)[C@@H]2O3)cc1
 : -9, -6, 1.4, 4, /, -1, -2, 5[16.7 µM]
- CCOC(=O)C(C)Oc1ccc(C2NC(=O)NC(C)=C2C(C)=O)cc1Br (stereo not given)
 : -2, 1, -3.9, -13, /, 0, 6, -3
- CC(=O)Nc1ccc(S(=O)(=O)NC(C)C(=O)NCC(c2ccco2)N2CCCCC2)cc1 (stereo not given)
 : 5, 1, -0.9, 6, 5, 1, 13, -6
- Cc1ccccc1-c1cnc2c(c1)C(=O)N([C@H](C)CO)C[C@H](C)[C@H](CN(C)C(=O)CN(C)C)O2
 : 10, -10, -0.6, 8, 6, 2, 17, 2[16.7 µM]
- Cc1nc2nc(SCC(=O)O)nn2c(C)c1Cc1c(F)cccc1Cl
 : 0, /, -2.6, /, 4, /, 0, /
- CN(C)C(=O)C[C@H]1C[C@H]2c3cc(NC(=O)Nc4ccc(F)cc4)ccc3O[C@H]2[C@@H](CO)O1
 : 5, -1, -0.6, 5, 10, -1, 7, 3[16.7 µM]
- C[C@H](CO)N1C[C@H](C)[C@H](CN(C)CC2CCCCC2)OCCCC[C@H](C)Oc2ccc(NS(=O)(=O)c3ccc(Cl)cc3)cc2C1=O
 : 8, -9, -0.6, /, /, 1, -6, -24[16.7 µM]
- Cc1ccc(Cn2ncc3c(NCCCN(C)C)ncnc32)cc1
 : -2, 1, 4.7, 5, -7, 0, 0, -8
- Cc1ccc(NC(=O)Nc2cc(C)on2)cc1
 : 3, /, -0.7, /, -7, /, 12, /
- O=C(CN1C(=O)c2ccccc2S1(=O)=O)NC1CCCCC1
 : 12, 1, 2.4, 6, 13, -1, 12, -6
- Cc1ccccc1S(=O)(=O)NCC[C@H]1CC[C@@H](NC(=O)C2CCOCC2)[C@@H](CO)O1
 : -3, 0, 2.6, 10, /, -2, 8, -2[16.7 µM]
- CC(Sc1nnnn1C1CCCC1)C(=O)Nc1cccc(S(=O)(=O)N2CCOCC2)c1 (stereo not given)
 : -12, 1, 0.3, 2, 1, -4, 3, 3
- CN(C)CCOc1ccc2c(c1)C(=O)C(=Cc1ncc([N+](=O)[O-])n1C)C2
 : 93*, 2, -1.4, 3, 6, -2, /, -22
- O=C(CC1NCCN(Cc2ccccc2)C1=O)Nc1ccccc1 (stereo not given)
 : 9, 4, 0.8, /, -17, 1, -5, -3
- COc1ccc(S(=O)(=O)N(C)C[C@H]2Oc3ccc(NC(=O)Nc4cccc5ccccc45)cc3CC(=O)N([C@H](C)CO)C[C@H]2C)cc1
 : 2, /, -2.6, 6, 20, /, -10, -6[16.7 µM]
- Fc1ccc(-c2nc3c(Cl)cc(C(F)(F)F)cn3c2Cl)cc1
 : 2, -1, /, -6, -1, 7, /, 17
- CN1CCN(CCCNc2c(C=O)c(=O)[nH]c3ccccc23)CC1
 : /, 0, -2.1, 9, -3, -8, 7, /
- Cc1ccc(OCC(=O)N2CCN(C(=O)c3ccncc3)CC2)cc1
 : 1, /, -3.3, /, 5, /, 5, /
- CN1CCN(C(=O)C[C@H]2C=C[C@H](NS(=O)(=O)c3cccc(F)c3)[C@H](CO)O2)CC1
 : 4, 8, 0.6, 16, 5, 22, 10, -1[16.7 µM]

(further entries)
Results follow in this order: PGC1a acetyl inh, Cneo AK release, CFTR F508del cor, C2C12 statin, FN deposition inh, PglD inh, INS-1E GSIS act, miR-122 sensor
- Cc1noc(C)c1COc1ccc(C(=O)OC(C)C(=O)Nc2ccc(N3CCOCC3)cc2)cc1 (stereo not given)
 : 5, 8, /, /, /, 1, /, -8
- COc1ccc(C#Cc2cnc3c(c2)C(=O)N([C@H](C)CO)C[C@@H](C)[C@@H](CN(C)C(C)=O)O3)cc1
 : 8, 0, -1.5, 9, -4, 3, 19, 3[16.7 µM]
- COc1ccccc1NS(=O)(=O)c1cc(NC(=O)C2CCCC2)ccc1N1CCOCC1
 : -21, /, -2.1, /, -4, /, 2, /
- CCc1ccc2nc3c(c(C(=O)O)c2c1)CCC3
 : /, -1, /, -5, 8, 3, /, 22
- Cc1nc(SCC(N)=O)[nH]c(=O)c1CCC(C)C
 : /, -4, /, 3, /, 0, -1, /
- Cc1ccc(N=Nc2c(C)[nH][nH]c2=O)c(C)c1
 : 7, -1, /, 8, 11, -10, /, -12
- Cc1cc(C(=O)N/N=C/c2cc(Cl)cc([N+](=O)[O-])c2O)c2ccccc2n1
 : 6, 4, /, 2, 1, -11, -7, -2
- CCN(C(=O)COC(=O)/C=C/c1cccc([N+](=O)[O-])c1)c1c(N)n(Cc2ccccc2)c(=O)[nH]c1=O
 : 0, 0, -0.4, -2, 9, 2, 5, -2
- CCOc1ncccc1C(=O)OCC(=O)c1ccc[nH]1
 : 2, -2, /, -2, -6, 4, /, 29
- C[C@H]1CN([C@@H](C)CO)C(=O)c2cccc(NC(=O)c3cnccn3)c2O[C@@H]1CN(C)Cc1ccc2c(c1)OCO2
 : 21, 56, -3.9, 7, /, 1, 6, 18[16.7 µM]
- O=C(C[C@@H]1CC[C@@H]2[C@H](COC[C@@H](O)CN2C(=O)Nc2ccc(Cl)c(Cl)c2)O1)NCc1ccc(Cl)c(Cl)c1
 : -4, -2, -0.7, -10, 12, 0, -6, -16[16.7 µM]
- C[C@H]1CN([C@@H](C)CO)C(=O)Cc2cc(NC(=O)CCC(F)(F)F)ccc2O[C@H]1CN(C)C(=O)Nc1ccc(C(F)(F)F)cc1
 : 9, -1, -1.6, -40, -14, 1, 2, 12[16.7 µM]
- C[C@H]1CN([C@@H](C)CO)C(=O)CCCn2cc(nn2)CO[C@H]1CN(C)S(C)(=O)=O
 : 0, -11, -1.9, 4, 4, -2, 11, 1[16.7 µM]
- CO[C@H]1CN(C)C(=O)c2ccc(NS(=O)(=O)c3ccccc3C)cc2OC[C@H](C)NC[C@H]1C
 : 2, -3, -0.5, -4, -15, 2, /, 7[16.7 µM]
- Cc1cc(C)cc(N(CC(=O)Nc2ccccc2)C2=NC3CS(=O)(=O)CC3S2)c1 (stereo not given)
 : -11, 0, -1.0, -4, -5, 2, -16, 44
- CCOC(=O)c1c(C)[nH]c(C(=O)OCc2c(C)noc2C)c1C
 : -3, 4, /, -7, /, 4, /, -1
- CN1CCCN(C(=O)Cc2c(Cl)cccc2Cl)c2nc3ccccc3nc21
 : -16, -1, /, -5, 0, -4, /, -7
